High-throughput results from PubChem.
C diff HTS: inhibitors of Clostridium difficile growth; growth activity, negative = inhibition, % at 16 µg/mL (by protocol); Clostridium difficile clinical isolate growth, OD600, 24 h; stronger effect = lower value; 0.25% of 86,000 active;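 active means mean growth activity at or below -80% and every replicate also at or below -80%; inconclusive means mean at or below -80% but some replicate above -80%; inactive means mean growth activity above -80%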;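 further: 0% = DMSO wells and -100% = levofloxacin 16 µg/mL wells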
T cruzi growth: inhibitors of T. cruzi proliferation | T. cruzi beta-gal in NIH3T3, GalScreen luminescence, 90 h | inhibition, % at 8.34 µM | 5.9% of 77,000 active;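 active means mean inhibition above about 93%, with at least 55% of replicates each passing it, limit read from the data, passing the limit was not always enough; inconclusive means only one of those two conditions holds; inactive means neither condition holds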
GASC1 inh: KDM4C (human) demethylase inhibition; Q9H3R0; GST-KDM4C 2-372, H3K9me3 peptide, LANCE TR-FRET; inhibition, % at 12.5 µM; 0.15% of 96,000 active;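 active means mean replicate inhibition above about 25%, with at least 55% of replicates also reaching it, limit read from the data, passing the limit was not always enough; inconclusive means only one of those two conditions met; inactive means neither condition met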
Target sequence (Q9H3R0 2-372 limits assumed): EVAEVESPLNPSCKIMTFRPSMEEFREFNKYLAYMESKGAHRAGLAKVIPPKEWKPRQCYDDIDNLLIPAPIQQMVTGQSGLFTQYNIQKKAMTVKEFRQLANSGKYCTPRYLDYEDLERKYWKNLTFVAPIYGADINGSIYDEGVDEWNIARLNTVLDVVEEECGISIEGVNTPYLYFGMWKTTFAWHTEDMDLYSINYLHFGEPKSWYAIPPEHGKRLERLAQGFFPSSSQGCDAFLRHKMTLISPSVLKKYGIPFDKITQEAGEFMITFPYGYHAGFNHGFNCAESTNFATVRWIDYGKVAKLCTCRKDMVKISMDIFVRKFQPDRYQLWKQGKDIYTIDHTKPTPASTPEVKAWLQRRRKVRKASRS
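System: N-terminal GST-fused human GASC-1 (KDM4C) fragment, residues 2-372; amount: enzyme final amount 10 nM; incubation: reaction 30 min RT, detection step 1 h RT; medium: HEPES buffer, pH 7.5, plus ascorbate; technique: LANCE TR-FRET, Eu antibody, ULight-streptavidin, EDTA, ex 340 nm, em 618/671 nm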
Pf Dd2 inh: inhibitors of Plasmodium falciparum Dd2 growth; P. falciparum Dd2 growth, SYBR Green, 72 h; stronger effect = lower value; activity change, % at 10 µM; 2.3% of 94,000 active; AID 1159554; in the data active means activity change below about -80%; inconclusive means no clear call, values can overlap the other calls
* hit, by the source's call; ? = inconclusive; . = no result given.

Short keys: A = C diff HTS; B = T cruzi growth; C = GASC1 inh; D = Pf Dd2 inh
1: O=C(Nc1cccc(Cl)c1)N[C@@H]1CC[C@@H](CCn2cc(Cc3ccccc3)nn2)O[C@@H]1CO
  A = . | B = ? | C = 1.1 | D = -19.2

2: CN1CCN(C(=O)C[C@@H]2CC[C@@H]3[C@@H](COc4ccc(NC(=O)C5CC5)cc4C(=O)N3C)O2)CC1
  A = 3.8 | B = 19.4 | C = -2.7 | D = 4.2

3: COc1ccc(CN(C)C[C@@H]2Oc3ccc(NS(=O)(=O)c4ccc(C)cc4)cc3CC(=O)N([C@H](C)CO)C[C@H]2C)cc1
  A = -8.5 | B = 110.4* | C = -4.2 | D = 12.1

4: CCCNC(=O)C[C@@H]1C[C@@H]2c3cc(NC(=O)Cc4ccncc4)ccc3O[C@@H]2[C@H](CO)O1
  A = -1.3 | B = -1.1 | C = 1.6 | D = 16.9

5: O=C(CN1CCOCC1)N[C@H]1CC[C@@H](CCNC(=O)C2CCCCC2)O[C@H]1CO
  A = 1.5 | B = . | C = 0.5 | D = -1.6

6: COc1ccc(NC(=O)N(C)C[C@@H]2Oc3c(NS(=O)(=O)c4c(C)noc4C)cccc3C(=O)N([C@H](C)CO)C[C@@H]2C)cc1
  A = -0.3 | B = 9.5 | C = 0.7 | D = 10.0

7: C[C@@H]1CN([C@H](C)CO)C(=O)c2cc(C#Cc3ccc(F)cc3)cnc2O[C@@H]1CN(C)Cc1ccccn1
  A = -1.2 | B = 18.2 | C = 0.7 | D = -17.7

8: N#C[C@@H]1[C@H](c2ccccc2)[C@@H](CO)N1C(=O)c1ccc2c(c1)OCO2
  A = -10.2 | B = 4.2 | C = 1.4 | D = 12.5

9: COc1ccccc1C(=O)Nc1ccc2c(c1)C(=O)N(C)C[C@@H](OC)[C@@H](C)CN[C@H](C)CO2
  A = . | B = -62.9 | C = -0.8 | D = 9.4

10: CN1CCN(C(=O)C[C@@H]2C[C@H]3c4cc(NS(C)(=O)=O)ccc4O[C@H]3[C@@H](CO)O2)CC1
  A = -9.1 | B = 30.1 | C = 1.6 | D = 17.2

As entered above.
CCCNC(=O)C[C@@H]1C[C@@H]2c3cc(NC(=O)Cc4ccncc4)ccc3O[C@@H]2[C@H](CO)O1 @ C diff HTS = -1.3
COc1ccccc1C(=O)Nc1ccc2c(c1)C(=O)N(C)C[C@@H](OC)[C@@H](C)CN[C@H](C)CO2 @ Pf Dd2 inh = 9.4
COc1ccc(CN(C)C[C@@H]2Oc3ccc(NS(=O)(=O)c4ccc(C)cc4)cc3CC(=O)N([C@H](C)CO)C[C@H]2C)cc1 @ C diff HTS = -8.5

Remaining list, next part:
Short keys: A = C diff HTS; B = T cruzi growth; C = GASC1 inh; D = Pf Dd2 inh
11: COc1ccc(-c2ccc3c(c2)O[C@H](CN(C)Cc2ccccc2C(=O)O)[C@H](C)CN([C@H](C)CO)S3(=O)=O)cc1
  A = -10.8 | B = -28.9 | C = -0.5 | D = -47.9

12: C[C@H]1CN([C@@H](C)CO)C(=O)c2cc(NC(=O)Nc3ccc(F)cc3)ccc2O[C@H]1CN(C)S(=O)(=O)c1ccccc1
  A = 1.6 | B = 45.3 | C = -2.1 | D = 6.2

13: COc1ccc2c3c(n(C)c2c1)[C@H](CO)N(C)CC31CCN(C(=O)c2ccc3c(c2)OCO3)CC1
  A = -0.6 | B = . | C = -0.4 | D = -38.6

14: COc1ccc2c3c([nH]c2c1)[C@@H](CO)N(Cc1ccccc1F)CC31CN(C(=O)C2CC2)C1
  A = 0.8 | B = . | C = -0.9 | D = -48.0

15: CCC(=O)N(C)C[C@@H]1Oc2ncc(C#Cc3ccccc3)cc2C(=O)N([C@@H](C)CO)C[C@@H]1C
  A = -2.7 | B = 22.5 | C = -1.3 | D = 7.4

16: COCC(=O)Nc1ccc2c(c1)C(=O)N(C)C[C@@H](OC)[C@H](C)CN(C)[C@@H](C)CO2
  A = -3.3 | B = -51.2 | C = 1.8 | D = 29.3

17: O=C(Nc1ccccc1F)N[C@H]1CC[C@H](CCNC(=O)C2CCC2)O[C@H]1CO
  A = 1.1 | B = . | C = 5.1 | D = 20.0

18: COc1ccc(CN(C)C[C@H]2OCCCC[C@H](C)Oc3ccc(NS(=O)(=O)c4ccc(OC)cc4)cc3C(=O)N([C@H](C)CO)C[C@H]2C)cc1
  A = 7.2 | B = 79.8 | C = 0.6 | D = -40.4

19: CC(=O)N(C)C[C@H]1Oc2cc(Br)ccc2S(=O)(=O)N([C@@H](C)CO)C[C@@H]1C
  A = 4.5 | B = 16.6 | C = 0.7 | D = 1.6

20: COCC#Cc1cnc2c(c1)C(=O)N([C@@H](C)CO)C[C@H](C)[C@@H](CN(C)C(C)=O)O2
  A = -1.5 | B = -7.7 | C = 4.3 | D = 40.3

21: CCC(=O)N1CCCCN2[C@H](C1)[C@@H](c1ccc(-c3ccc(F)cc3)cc1)[C@@H]2CO
  A = 3.9 | B = 100.5* | C = -1.0 | D = 17.5

22: COc1ccc(NC(=O)N2CCC3(CC2)CN(C(C)=O)[C@H](CO)c2[nH]c4cc(OC)ccc4c23)cc1
  A = 8.0 | B = . | C = 0.1 | D = -76.7

23: O=C(C1CCCC1)N1CC2(C1)[C@@H](c1ccccc1)[C@H](CO)N2CCC(F)(F)F
  A = 4.0 | B = . | C = -0.5 | D = 7.4

24: COCC(=O)N1C[C@@H](C)[C@@H](OC)CN(C)C(=O)c2ccc(NC(=O)c3ccc(F)cc3)cc2OC[C@H]1C
  A = . | B = -32.5 | C = 0.8 | D = -29.1

25: C[C@@H]1CN([C@@H](C)CO)C(=O)c2c(c3ccccc3n2C)-c2ccccc2CO[C@@H]1CN(C)Cc1ccc(Cl)c(Cl)c1
  A = 10.6 | B = . | C = -2.3 | D = -86.8*

26: O=C(Nc1ccc2c(c1)[C@@H]1C[C@H](CC(=O)N3CCCCC3)O[C@H](CO)[C@@H]1O2)c1ccc2c(c1)OCO2
  A = 1.0 | B = 8.1 | C = -1.2 | D = -19.6

27: COc1ccc2c3c([nH]c2c1)[C@@H](CO)N(C(C)=O)CC31CN(Cc2cc(-c3ccccc3)on2)C1
  A = -3.5 | B = . | C = -0.9 | D = -60.7

28: C[C@H](CO)N1C[C@H](C)[C@@H](CN(C)C(=O)Nc2cccc3ccccc23)Oc2c(cccc2N(C)C)C1=O
  A = -11.8 | B = 6.3 | C = 6.3 | D = -10.0

29: Cc1ccc(S(=O)(=O)N(C)C[C@@H]2OCCCC[C@H](C)Oc3ccc(NC(=O)Nc4c(C)noc4C)cc3C(=O)N([C@@H](C)CO)C[C@H]2C)cc1
  A = 4.8 | B = -21.1 | C = 0.0 | D = -54.7

30: C[C@H](CO)N1C[C@H](C)[C@@H](CN(C)S(=O)(=O)c2cn(C)cn2)Oc2ccc(NC(=O)CCCN(C)C)cc2C1=O
  A = -2.3 | B = -11.9 | C = -0.9 | D = 5.7

31: C[C@@H]1CN([C@@H](C)CO)C(=O)c2cc(NC(=O)Cc3ccccc3)ccc2O[C@H]1CN(C)C(=O)Nc1ccc2c(c1)OCO2
  A = 0.0 | B = 7.1 | C = 0.2 | D = 14.6

32: C/C=C/c1cnc2c(c1)C(=O)N([C@H](C)CO)C[C@@H](C)[C@H](CN(C)S(=O)(=O)c1ccc(F)cc1)O2
  A = -2.5 | B = 19.2 | C = 7.1 | D = -28.8

33: CO[C@H]1CN(C)C(=O)c2cc(NS(=O)(=O)CC(F)(F)F)ccc2OC[C@H](C)N(Cc2cccnc2)C[C@@H]1C
  A = . | B = . | C = -2.3 | D = 32.4

34: COc1ccc(S(=O)(=O)Nc2ccc3c(c2)[C@H]2C[C@@H](CC(=O)O)O[C@@H](CO)[C@H]2O3)cc1
  A = -4.0 | B = . | C = -0.9 | D = -17.2

35: C[C@@H]1CCCCO[C@H](CN(C)S(=O)(=O)c2ccccc2)[C@H](C)CN([C@@H](C)CO)C(=O)c2cc(NC(=O)Cc3ccccc3)ccc2O1
  A = . | B = . | C = -1.8 | D = -19.7

36: COCC(=O)N1CC(=O)N2[C@H](CO)[C@@H](c3ccc(C#Cc4cccnc4)cc3)[C@H]2C1
  A = -1.5 | B = . | C = 0.6 | D = 8.6

37: C[C@H](CO)N1C[C@H](C)[C@@H](CN(C)C(=O)NC2CCCCC2)Oc2c(NC(=O)NC3CCCCC3)cccc2C1=O
  A = 0.6 | B = 17.6 | C = 6.7 | D = 16.5

38: CCC(=O)N1[C@H](CO)[C@@H](c2ccc(-c3ccccc3)cc2)[C@H]1CNC(=O)COC
  A = -13.3 | B = 37.0 | C = 1.0 | D = -4.4

39: Cc1ccc(S(=O)(=O)N(C)C[C@H]2Oc3ccc(NC(=O)Cn4cnnn4)cc3CC(=O)N([C@H](C)CO)C[C@H]2C)cc1
  A = 23.0 | B = 27.2 | C = 7.1 | D = 6.8

40: COc1ccccc1NC(=O)N1CC[C@@H]2[C@H]1c1cc(-c3ccccc3)ccc1N(C)[C@@H]2CO
  A = 8.2 | B = 86.7 | C = -2.1 | D = -1.2

By substructure: the compounds so far containing an NH in an aromatic ring
Short keys: A = C diff HTS; B = T cruzi growth; C = GASC1 inh; D = Pf Dd2 inh
14: COc1ccc2c3c([nH]c2c1)[C@@H](CO)N(Cc1ccccc1F)CC31CN(C(=O)C2CC2)C1
  A = 0.8 | B = . | C = -0.9 | D = -48.0

22: COc1ccc(NC(=O)N2CCC3(CC2)CN(C(C)=O)[C@H](CO)c2[nH]c4cc(OC)ccc4c23)cc1
  A = 8.0 | B = . | C = 0.1 | D = -76.7

27: COc1ccc2c3c([nH]c2c1)[C@@H](CO)N(C(C)=O)CC31CN(Cc2cc(-c3ccccc3)on2)C1
  A = -3.5 | B = . | C = -0.9 | D = -60.7

(continued)
Short keys: A = C diff HTS; B = T cruzi growth; C = GASC1 inh; D = Pf Dd2 inh
41: COCCNC(=O)C[C@H]1C[C@H]2c3cc(NC(=O)c4cccnc4)ccc3O[C@H]2[C@@H](CO)O1
  A = -1.6 | B = 5.2 | C = 2.4 | D = 23.6

42: C[C@@H]1CN([C@H](C)CO)C(=O)c2cc(NS(C)(=O)=O)ccc2O[C@H]1CN(C)C(=O)Nc1ccc(C(F)(F)F)cc1
  A = 0.7 | B = 7.0 | C = 1.0 | D = 20.4

43: C/C=C/c1ccc2c(c1)O[C@H](CN(C)Cc1ccccc1F)[C@H](C)CN([C@@H](C)CO)S2(=O)=O
  A = -4.0 | B = 119.8* | C = 0.7 | D = 4.9

44: CO[C@H]1CN(C)C(=O)c2ccc(NS(=O)(=O)c3ccccc3C)cc2OC[C@H](C)N(C)C[C@@H]1C
  A = -5.8 | B = . | C = -0.7 | D = 18.7

45: COc1ccc(CN(C)C[C@@H]2Oc3ccc(NC(=O)Nc4ccc(F)cc4)cc3CC(=O)N([C@H](C)CO)C[C@@H]2C)cc1
  A = -9.0 | B = . | C = 14.0 | D = -0.5

46: CO[C@H]1CN(C)C(=O)c2ccc(NS(=O)(=O)c3ccccc3)cc2OC[C@@H](C)NC[C@@H]1C
  A = . | B = 7.6 | C = 1.2 | D = 28.3

47: C[C@@H]1CN([C@@H](C)CO)C(=O)c2cccc(NS(=O)(=O)c3ccccc3)c2O[C@@H]1CN(C)C(=O)Nc1ccccc1
  A = 8.9 | B = 29.8 | C = 2.7 | D = -27.6

48: CN(C)CC(=O)N[C@H]1CC[C@@H](CCNC(=O)C2CCCCC2)O[C@@H]1CO
  A = 1.4 | B = . | C = 0.2 | D = -7.8

49: COCC(=O)N(C)C[C@H]1Oc2ncc(C#Cc3ccncc3)cc2C(=O)N([C@@H](C)CO)C[C@@H]1C
  A = 0.0 | B = -9.6 | C = 1.3 | D = -10.6

50: CNC[C@@H]1OCCCC[C@@H](C)Oc2ccc(NC(=O)CCC(F)(F)F)cc2C(=O)N([C@H](C)CO)C[C@@H]1C
  A = 5.2 | B = 70.7 | C = -0.6 | D = 40.7

51: C[C@@H]1CN([C@@H](C)CO)C(=O)c2cc(NS(=O)(=O)c3ccccc3)ccc2O[C@H]1CN(C)Cc1ccncc1
  A = 2.1 | B = 28.9 | C = -0.4 | D = 0.1

52: O=C(Nc1ccc2c(c1)[C@@H]1C[C@H](CC(=O)N3CCc4ccccc4C3)O[C@@H](CO)[C@@H]1O2)c1ccc2c(c1)OCO2
  A = -6.1 | B = 46.2 | C = -0.2 | D = -46.6

Part of the list above, bar-delimited:
no. | molecule | C diff HTS | T cruzi growth | GASC1 inh | Pf Dd2 inh
49 | COCC(=O)N(C)C[C@H]1Oc2ncc(C#Cc3ccncc3)cc2C(=O)N([C@@H](C)CO)C[C@@H]1C | 0.0 | -9.6 | 1.3 | -10.6
50 | CNC[C@@H]1OCCCC[C@@H](C)Oc2ccc(NC(=O)CCC(F)(F)F)cc2C(=O)N([C@H](C)CO)C[C@@H]1C | 5.2 | 70.7 | -0.6 | 40.7

Not a hit list, and some 6.8% of all compounds hit somewhere here.
